Assay outcomes as filed in PubChem.
NR2E3 ag-1 = activates human photoreceptor nuclear receptor NR2E3. Q9Y5X4. 0.12% of 320,000 active. AID 2300. inhibition of corepressor binding, % at 4.78 µM. GST-NR2E3/biotin-RetCOR TR-FRET, 1536-well;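 active means percent inhibition above the cutoff of mean plus 3 SD of all tested compounds, set per screening campaign, cut at about 20% in these data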;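 further: 0% = DMSO wells and 100% = biotin wells as full block of FRET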
Target sequence (Q9Y5X4 whole entry, looked up): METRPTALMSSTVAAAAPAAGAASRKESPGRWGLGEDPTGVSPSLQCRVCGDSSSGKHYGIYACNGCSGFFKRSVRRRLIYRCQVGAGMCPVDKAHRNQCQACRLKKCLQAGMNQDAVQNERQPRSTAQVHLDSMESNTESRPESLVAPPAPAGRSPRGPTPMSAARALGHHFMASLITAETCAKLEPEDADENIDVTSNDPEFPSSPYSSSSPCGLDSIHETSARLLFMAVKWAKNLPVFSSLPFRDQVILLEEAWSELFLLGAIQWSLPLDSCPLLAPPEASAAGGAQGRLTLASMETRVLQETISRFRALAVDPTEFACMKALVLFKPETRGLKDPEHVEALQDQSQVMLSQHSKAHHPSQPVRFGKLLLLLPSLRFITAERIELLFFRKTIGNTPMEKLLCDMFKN
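Format: 1536-well format; test system: GST-NR2E3 and biotin-RetCOR proteins; read-out basis: percent inhibition of TR-FRET ratio; timing: 5 h incubation at 4 °C; detection: time-resolved FRET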
CaV13 ICDI inh = Disruptors of the CACNA1D IQ motif to Ca2+-dependent inactivation inhibitor domain association, primary screening, Förster resonance energy transfer in intact living …. HEK cells, CFP/YFP FRET ICDI-IQ, plate reader, 10 min; percent FRET-ratio fall versus neutral wells. inhibition, % at 12.3 µM. 0.098% of 340,000 active. AID 743397;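 active means mean replicate inhibition of at least 30% and at least 1% of replicates passing that level; inconclusive means only one of the two criteria is met; inactive means neither criterion is met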;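 further: 0% = median of the neutral control wells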
CF NFkB inh = cystic fibrosis NF-kB activation inhibition; inhibition, % at 5 µM; AID 588850; 0.86% of 360,000 active; KKLEB NF-kB-GFP reporter, PAF-induced, GFP fluorescence overnight;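 active means at least 50% inhibition at 5 µM, scaled per plate between neutral and stimulator controls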;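 further: PAF is a Pseudomonas aeruginosa culture filtrate used as stimulus; plate controls were PAF-stimulated DMSO wells for no effect and unstimulated DMSO wells for full effect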
KKLEB tox = counter-screen for CF NF-kB inhibitors: cytotoxicity; KKLEB CF airway cells viability, ATPlite luminescence, overnight; stronger effect = lower value; cells stimulated with P. aeruginosa culture filtrate; activity change (cytotoxicity), % at 5 µM; 0.36% of 360,000 active;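 active means corrected activity change at or below -50% at 5 µM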
NR2E3 ag-2 = human photoreceptor-specific nuclear receptor agonism | Q9Y5X4 | CHO-S Gal4-NCOR/VP16-NR2E3 two-hybrid, luciferase | inhibition of corepressor binding, % at 3.98 µM | 0.35% of 360,000 active | AID 602229;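 active means inhibition above the mean of all tested compounds plus 3 SD, cut at about 70% in these data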;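 further: 0% = DMSO with NR2E3 transfected cells and 100% = cells lacking NR2E3 construct; higher means lower luciferase signal from less NR2E3 corepressor binding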
PDI turbidity = inhibitors of human protein disulfide isomerase; P07237; PDI insulin aggregation turbidity, A650, 90 min; inhibition, % at 10 µM; 0.052% of 350,000 active; AID 588391;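 active means mean inhibition across replicates of 30% or more, whatever share of single replicates reach that level; inconclusive means mean inhibition below 30% while every single replicate reaches 30%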;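 further: absorbance from insulin aggregation driven by PDI reduction with DTT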
Target sequence (P07237 whole entry, looked up): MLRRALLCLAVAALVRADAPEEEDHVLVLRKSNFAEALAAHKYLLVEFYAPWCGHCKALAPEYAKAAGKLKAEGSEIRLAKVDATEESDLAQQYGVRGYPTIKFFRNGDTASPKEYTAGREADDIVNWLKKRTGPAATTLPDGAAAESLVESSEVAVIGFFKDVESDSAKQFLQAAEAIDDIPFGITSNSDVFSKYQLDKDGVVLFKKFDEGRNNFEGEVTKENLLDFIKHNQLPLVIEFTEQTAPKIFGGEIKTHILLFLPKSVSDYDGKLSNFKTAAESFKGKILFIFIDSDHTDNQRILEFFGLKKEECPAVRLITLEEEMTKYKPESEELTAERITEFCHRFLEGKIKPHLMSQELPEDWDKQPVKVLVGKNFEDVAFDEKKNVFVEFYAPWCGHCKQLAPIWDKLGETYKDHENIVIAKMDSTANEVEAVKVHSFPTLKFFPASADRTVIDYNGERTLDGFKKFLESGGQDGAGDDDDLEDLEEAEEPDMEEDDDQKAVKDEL
Vif inh = HIV Vif inhibition | HEK293T cells, Vif self-association by quenched fluorescence, imaging, 24 h | inhibition, % at 7.49 µM | 0.35% of 340,000 active; in the data active means inhibition above about 50%, passing the limit was not always enough; inconclusive means no clear call, values can overlap the other calls; inactive means below about 31%; further: some results filed as inactive read as strong as hits
HIF-2a block = inhibitors of HIF-2a. 786-0 RCC cells HIF-2a reporter, luciferase luminescence, overnight. inhibition, % at 18.8 µM. 0.72% of 360,000 active. AID 624352;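 active means inhibition of the luminescence signal of 40% or more relative to plate controls, in a single-dose primary screen at 18.75 µM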
Peg3 prom inh = reduces Peg3 promoter-driven luciferase expression in HeLa; inhibition, % at 20 µM; AID 588405; HeLa PEG-Prom luciferase reporter, luminescence, overnight; 1.7% of 360,000 active;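 active means inhibition of at least 50% at 20 µM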
Shn3 inh set2 = reduces Shn3 3'UTR luciferase signal in osteoblasts; 0.52% of 360,000 active; AID 588674; Clone20 osteoblast Shn3 3'UTR firefly luciferase, 24 h; inhibition, % at 12.5 µM;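 active means mean inhibition of at least 75% with every replicate also reaching 75%; inconclusive means mean inhibition at least 75% but some replicate below; inactive means mean inhibition below 75%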;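 further: 0% = median of neutral control wells and 100% = pilot-screen positive control compound; some compounds past the cut are filed as inactive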
MITF TRPM1 inh = MITF TRPM1 promoter inhibition in SK-MEL-5 cells; SK-MEL-5 TRPM1 promoter luciferase, 24 h; inhibition, % at 12.5 µM; 0.83% of 330,000 active; AID 488899;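 active means mean inhibition across replicates of 60% or more, whatever share of single replicates reaches that level; inconclusive means some that reach 60%, reason not given; inactive means mean inhibition across replicates below 60%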; further: values of inactives mirror those of a sister screen read the other way
Active calls of the source: *; ? = inconclusive; . = no result given. Not a hit list, and some 3.3% of all compounds hit somewhere here.

structure	NR2E3 ag-1	CaV13 ICDI inh	CF NFkB inh	KKLEB tox	NR2E3 ag-2	PDI turbidity	Vif inh	HIF-2a block	Peg3 prom inh	Shn3 inh set2	MITF TRPM1 inh
O=C(c1ccc(Cl)cc1)C1CCN(C(=O)c2ccccc2)CC1	-1	-3	5	12	19	-9	-3	6	6	13	-4
Cc1cccc(OCc2nnc(SCC(=O)OC3CCCCC3)o2)c1	0	-5	-1	-5	9	-2	-6	22	19	3	11
CCCCN(C)C(=O)C1CCCN(S(=O)(=O)c2ccc3c(c2)CC(C)N3C(=O)C2CC2)C1 (configuration not stated)	1	-6	-1	-2	-9	1	-2	20	17	26	3
O=C(CSc1nc2[nH]ncc2c(=O)n1-c1ccccc1)c1ccc2c(c1)OCCO2	3	-4	-11	0	-25	5	-1	7	57*	17	1
COc1ccc2nc(SC(C)C(=O)NC3(C#N)CCCCC3)[nH]c2c1 (configuration not stated)	6	-6	-5	-8	10	-10	-15	-16	11	-1	2
CCOc1ccc(NC(=O)CSc2nnc(C)n2C2CC2)cc1S(=O)(=O)N1CCCC1	.	.	-6	6	-23	3	-2	13	4	-18	-11
Cc1oc(C(C)(C)C)cc1C(=O)N1CCN(c2ncccc2C(F)(F)F)CC1	-1	-5	11	-3	10	0	5	11	7	16	2
COCCNC(=O)C1(C)CCCN(Cc2cc(C)ccc2C)C1 (configuration not stated)	.	-6	-25	-3	23	-2	-3	14	5	17	.
Cc1cc(C)c2cc(C#N)c(NCCCNC(=O)c3ccncc3)nc2c1	.	-2	-4	-11	2	7	-4	10	2	-7	.
N#Cc1cc2c(=O)n3ccccc3nc2n(Cc2ccco2)c1=NC(=O)c1ccco1	14	-5	3	-4	4	4	-5	11	9	-2	6
CC(C)(C)OC(=O)CNC(=O)c1nc[nH]c1C(=O)N1CCNCC1	3	-11	-24	-11	-6	0	-12	-10	-13	-1	3
Cc1sc2nc(CN3CCOCC3)[nH]c(=S)c2c1C	-1	6	-12	7	-18	-3	8	3	-11	8	7
O=C(Nc1nccs1)C(=O)c1c[nH]c2ccccc12	1	-4	-6	7	-144	7	4	-296	-276	-73	-114
C[C@H](NC(=O)Cc1cccc2ccccc12)C(=O)N1CCOCC1	.	-6	-3	-4	-1	-1	-17	14	1	5	-3
COc1ccc(NC(=O)c2ccccc2N(Cc2ccccc2)S(C)(=O)=O)cc1	4	1	9	-22	12	5	27	13	6	9	-17
COCCN1CCCC(CNCc2cn(C)nc2-c2ccc(Oc3ccccc3)cc2)C1 (configuration not stated)	1	-7	6	-7	26	8	-2	19	30	0	30
CCCCn1c(N)c(N(CCOC)C(=O)CCC2CCCCC2)c(=O)[nH]c1=O	3	-2	-23	21	-1	-5	12	0	5	-2	-5
Cc1cc(=O)n2nc(N3CCCC(C(=O)NCc4ccccc4C)C3)sc2n1 (configuration not stated)	0	-5	18	-20	-22	.	2	-1	4	-27	17
CN(C(=O)C(C)(C)C)[C@H]1C[C@H]2c3[nH]c4ccccc4c3CCN2C(=O)[C@H]1CO	.	-6	-17	-6	22	-5	6	-28	-10	-4	.
Cc1c(C(=O)O)oc2ccc(S(=O)(=O)N3CC(C)CC(C)C3)cc12 (configuration not stated)	2	-3	0	13	6	3	4	-2	8	5	2
CCOc1c(Br)cc(C2CC(=O)Nc3cc(OC)c(OC)cc32)cc1OC (configuration not stated)	6	-4	4	-2	-17	18	-5	25	22	24	-6
COCC1CCN(C(=O)c2ccc3oc(CCCc4ccccc4)nc3c2)C1 (configuration not stated)	0	-5	8	-19	-70	-11	6	-178	-126	-40	-57
COc1cc(CCC(=O)Nc2ccc(S(=O)(=O)N3CCCC3)cc2)cc(OC)c1OC	2	-2	13	8	3	-5	-9	4	5	3	11
Cc1ccccc1-c1nc2cc(Cl)ccc2c(=O)o1	1	-20	0	-10	-25	4	-10	5	25	16	38
CCCCC(Br)C(=O)Nc1ccc(S(=O)(=O)Nc2cc(C)nc(C)n2)cc1 (configuration not stated)	3	-3	12	-8	-2	3	9	4	4	-1	11
CC1CCN(C(=O)c2ccc(S(=O)(=O)N3CCCC3)cc2)CC1	2	-6	14	-41	-2	-2	-7	13	-10	-19	-7
CCCCCNC(=O)c1ccc2c(=O)n(CCCOCC)c(=S)[nH]c2c1	2	-7	0	-2	-2	-11	5	5	-3	14	6
COc1ccccc1-c1sc2ccccc2c1-c1ccc(C(C)=O)cc1	0	.	-1	-6	-18	-2	-3	-126	-99	-2	-23
CCCCCc1ccc(S(=O)(=O)Nc2cc(C)ccn2)cc1	0	-3	21	0	-10	8	-8	19	17	3	-20
O=S(=O)(NC1CCCCC1)c1ccc(N2CCOCC2)nc1	2	-1	8	-6	-1	-10	1	18	2	19	10
CN1CCN(S(=O)(=O)c2cccc(S(=O)(=O)c3ccc(Cl)cc3)c2)CC1	0	-3	0	-2	-1	5	.	0	9	-10	7
CC(=O)c1cccc(CN2CCC(n3nccc3NC(=O)CCOc3ccccc3)CC2)c1	3	-2	-29	10	-12	-2	.	3	5	-13	-1
COc1cc(C2/C(=C(\O)c3ccc4c(c3)CC(C)O4)C(=O)C(=O)N2c2nnc(C)s2)cc(OC)c1OC (configuration not stated)	2	-3	5	-8	-20	-6	3	2	-4	-9	11
O=C(Cn1c(COc2ccccc2)nc2ccccc21)Nc1cccc(Cl)c1	2	-18	21	-6	-16	-1	9	-30	4	22	-5
CC(C)Cc1nc(N2CCN(C(=O)c3ccco3)CC2)c(C#N)c2c1CCC2	4	.	17	-7	-25	-1	-19	18	21	70	10
CCCCn1c(N)c(N(CCOC)C(=O)COC(=O)CCOc2ccccc2)c(=O)[nH]c1=O	0	-5	-14	8	18	4	-3	12	1	-8	15
Cc1ccccc1Nc1nc(N)nc(COC(=O)/C=C/c2ccco2)n1	1	-6	8	-6	-18	4	11	4	-10	-11	-3
O=C(c1cn(-c2ccccc2)nc1-c1cccnc1)N1CCCC(C(F)(F)F)C1 (configuration not stated)	2	-7	-54	10	2	3	-4	-4	16	-4	8
COCCn1c(=O)[nH]c2cc(C(=O)NC(C)C)ccc2c1=O	-2	-5	-7	-7	14	1	-1	6	10	-6	2
COc1ccccc1C1CCN(Cc2ccc3ccccc3c2)CC1	-1	-4	17	-14	-28	12	-7	16	12	12	-24
O=C(O)COCC(=O)N1CCCN(c2ccc(C(F)(F)F)cn2)CC1	.	-4	4	-9	-36	4	-2	19	6	-11	-5
CCOC(=O)Cc1csc(NC(=O)CCCCCN2C(=O)c3ccccc3C2=O)n1	-1	-6	-2	-4	16	-5	2	0	8	-2	3
CCOc1ccc(CNCc2ccccc2Cl)cc1	-1	-5	25	-11	-13	8	-5	-190	-142	-3	-33
CCN1C(=O)[C@H]2[C@@H](c3ccc(-c4ccc(OC)cc4)c(OC)c3)N[C@@](C)(C(=O)OC)[C@H]2C1=O	4	-5	6	-6	-5	-7	-6	-2	-21	-16	-8
COC(=O)c1cc([N+](=O)[O-])c(-n2ccnc2)c([N+](=O)[O-])c1	-1	-3	6	-2	-10	8	2	12	43	14	14
COc1ccncc1-c1csc(C(O)c2ccccc2)n1 (configuration not stated)	.	-7	-2	3	-48	-2	.	5	7	11	.
O=C(Nc1ccc(Cl)cc1Cl)c1ccc2ncsc2c1	0	-3	2	2	-134	-3	-3	-224	-363	-133	-189
COC(=O)[C@H](Cc1ccc(O)cc1)NC(=O)Cn1ccc(NC(=O)OCc2ccccc2)nc1=O	.	-10	13	-21	-8	-2	-1	7	10	-5	.
COc1cccc(/C(O)=C2/C(=O)C(=O)N(CCN(C)C)C2c2ccccn2)c1 (configuration not stated)	-1	-1	-8	4	-26	4	16	-23	-15	1	-5
COc1cc(OC)cc(C(=O)NNC(=O)Cc2cccs2)c1	.	-5	16	14	6	2	-3	12	0	1	16

Remaining list, next part:
structure	NR2E3 ag-1	CaV13 ICDI inh	CF NFkB inh	KKLEB tox	NR2E3 ag-2	PDI turbidity	Vif inh	HIF-2a block	Peg3 prom inh	Shn3 inh set2	MITF TRPM1 inh
OC(CN1CCc2ccccc2C1)c1ccccc1 (configuration not stated)	2	0	-3	-14	4	-7	3	-5	3	-9	10
CC(=O)c1ccc(Sc2ccccc2N)c([N+](=O)[O-])c1	2	-7	8	8	6	6	0	-10	3	2	-2
CSC[C@H]1CN(c2ccccc2)C(=O)[C@@H]1CC(=O)Nc1ccc(Br)cc1	.	-6	-18	4	-50	10	-1	-4	-3	-25	.
O=C1C2CCCCN2C(=O)N1CCCCN1CCN(c2ccccc2Oc2ccccc2)CC1 (configuration not stated)	0	-3	22	-8	-14	-1	-11	14	6	15	-1
Cc1cccc(NC(=O)c2cccc(N3C(=O)CCC3=O)c2)c1	1	-5	-20	1	-20	12	4	-7	-3	-6	8
COc1cc(/C=C2\SC(=Nc3cccnc3)NC2=O)cc(OC)c1OC	-2	-1	21	6	-21	3	-5	23	14	1	.
Cn1cc(CN2CCC(n3nccc3NC(=O)Cc3ccccc3)CC2)cn1	2	-7	1	-9	-17	-7	12	2	13	4	-2
c1cncc(-c2nn[nH]n2)c1	-3	-5	7	1	5	5	-4	11	12	-15	-5
COc1ccc(-c2nn(-c3ccccc3)cc2/C=C/C(=O)O)cc1[N+](=O)[O-]	-1	-6	31	-29	-18	-5	.	-2	33	6	5
COC(=O)c1cc(NC(=O)COC(=O)CCc2c[nH]c3ccccc23)cc(C(=O)OC)c1	.	-15	18	-2	-32	-3	10	21	-5	-6	-3
CSc1ccc(S(=O)(=O)N2CCC(C(=O)NCCCn3ccnc3)CC2)cc1	5	-6	-1	4	-17	7	1	5	16	-22	0
O=C(NCc1ccco1)c1cccc(NC(=O)c2ccco2)c1	1	-9	0	4	30	-14	?	-11	3	-44	-2
CC(C)(C)n1nc2c(c1NC(=O)Cc1ccc(F)cc1)CS(=O)(=O)C2	2	-7	9	-1	6	3	0	11	2	-13	-2
COc1ccccc1C=NNc1ccc([N+](=O)[O-])cn1	.	-6	-18	-15	11	13	15	-33	-9	-13	-3
CCOC(=O)N1CCN(C(=O)c2ccc3c(c2)NC(=O)/C(=C/c2ccccc2)S3)CC1	-1	-2	-42	22	10	8	-6	-17	-4	23	-7
Cc1ccc2cccc(OCC(=O)N(C)CC(=O)Nc3ccc(F)cc3)c2n1	2	-4	2	-6	14	5	-3	-8	2	-20	.
